# PfHsp90 yeast 2 – inhibits growth of yeast expressing Plasmodium falciparum Hsp90; S. cerevisiae expressing PfHsp90, BacTiter-Glo ATP, 48 h; yeast lacking PDR1 and PDR3 efflux regulators; inhibition, % at 9.4 µM; 310,000 tested, 0.32% active;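 active = every replicate shows inhibition above about 80%, whatever the replicate mean, limit read from the data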;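 note: 0% = DMSO neutral controls and 100% = 20 µM radicicol positive controls; yeast relying on Plasmodium falciparum Hsp90 in place of its own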
# Arrestin-AP2 inh – inhibitors of human beta-arrestin and AP2 interaction | AID 504490 | inhibition, % at 10 µM | FITC-arrestin peptide / GST-AP2 beads, flow cytometry; AP2 beta2 appendage carries R879A mutation | 340,000 tested, 0.31% active;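 active = inhibition above a set limit, near 3 SD of compounds lacking own fluorescence, cut at about 54% in these data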;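 note: plate controls were DMSO wells for no effect and 5 µM unlabelled arrestin peptide for full effect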
#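 System: GST-AP2 R879A bound to glutathione beads, E. coli-expressed. Also added: 50 nM FITC-arrestin peptide. Schedule: compound with beads 12 min RT, then probe 1 h RT. Signal: bead flow cytometry, FITC channel. Read-out basis: percent response.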
# phage Ecoli inh – E. coli growth loss with phage present. growth absorbance. inhibition, % at 11.9 µM. 360,000 tested, 0.26% active. AID 651602; in the data active = inhibition above about 11%
# Ecoli viability – reduces bacterial viability in AddAB counter-screen. 330,000 tested, 0.27% active. AID 449728. E. coli V3065 growth, OD600 absorbance, 18 h. inhibition, % at 11.9 µM;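 active = inhibition above the campaign's mean inhibition across all tested compounds plus 3 SD, cut at about 9.9% in these data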;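 note: uninfected addAB+ strain grown without phage in ampicillin broth; 0% = DMSO wells and 100% = ciprofloxacin 0.95 µg/ml wells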
# AddAB inh – less growth of phage-infected E. coli with AddAB; E. coli expressing H. pylori AddAB, absorbance growth; inhibition, % at 11.9 µM; 330,000 tested, 0.29% active; in the data active = inhibition above about 12%;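 note: 0% = vehicle wells of infected cells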
# PKA-R1A act – activators of PKA-R1A complex; P00514+P68181; PKA-R1A dissociation, Cy5-IP20 fluorescence polarization; scaled: DMSO 0%, 113 µM cGMP 100%; activation, % at 11.4 µM; 340,000 tested, 0.083% active; AID 504707;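 active = percent activation above the mean of all tested compounds plus 3 SD, cut at about 19% in these data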;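 note: higher means more PKAc released from R1A so a rise in polarization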
# Tat export inh – E. coli Tat transport inhibition; E. coli MC4100 TorA-mCherry Tat export, fluorescence; inhibition, % at 10 µM; 340,000 tested, 0.036% active; AID 488895;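 active = mean replicate inhibition at least 50% and at least half of replicates individually reaching 50%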;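 note: exported cargo escapes ClpAP degradation while cytoplasmic cargo is degraded and loses fluorescence; 0% = median of neutral control wells and 100% = median of NaSCN control wells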
# Mot1-301 SUMO – inhibitors of SUMOylation pathway: yeast Mot1-301 growth rescue | S. cerevisiae Mot1-301 growth rescue, ATP luminescence, 38.5C; percent above DMSO median, 100 means doubled | growth rescue, % at 18.8 µM | AID 2716 | 320,000 tested, 1% active;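 active = every valid replicate shows activation above 250% relative to neutral control wells; inactive = the rest, any valid replicate at or below 250%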;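 note: OY570 slx delta 5 strain wells were the positive control but not used for scaling; some compounds called inactive have numbers as strong as hits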
# Pemphigus Ab inh – inhibitors of pemphigus antibody binding to human desmoglein-3 | DSG3-coupled beads, scFv-anti-DSG3-GFP binding, flow cytometry; active compounds read low | binding (percent of control), % at 10 µM | 310,000 tested, 0.48% active;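 active = binding more than 3 SD below its plate's average and above zero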;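 note: hits lower antibody fragment binding to DSG3; some compounds called inactive have numbers as strong as hits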
# Target sequence (P32926 whole entry, looked up, the tested form may be a part): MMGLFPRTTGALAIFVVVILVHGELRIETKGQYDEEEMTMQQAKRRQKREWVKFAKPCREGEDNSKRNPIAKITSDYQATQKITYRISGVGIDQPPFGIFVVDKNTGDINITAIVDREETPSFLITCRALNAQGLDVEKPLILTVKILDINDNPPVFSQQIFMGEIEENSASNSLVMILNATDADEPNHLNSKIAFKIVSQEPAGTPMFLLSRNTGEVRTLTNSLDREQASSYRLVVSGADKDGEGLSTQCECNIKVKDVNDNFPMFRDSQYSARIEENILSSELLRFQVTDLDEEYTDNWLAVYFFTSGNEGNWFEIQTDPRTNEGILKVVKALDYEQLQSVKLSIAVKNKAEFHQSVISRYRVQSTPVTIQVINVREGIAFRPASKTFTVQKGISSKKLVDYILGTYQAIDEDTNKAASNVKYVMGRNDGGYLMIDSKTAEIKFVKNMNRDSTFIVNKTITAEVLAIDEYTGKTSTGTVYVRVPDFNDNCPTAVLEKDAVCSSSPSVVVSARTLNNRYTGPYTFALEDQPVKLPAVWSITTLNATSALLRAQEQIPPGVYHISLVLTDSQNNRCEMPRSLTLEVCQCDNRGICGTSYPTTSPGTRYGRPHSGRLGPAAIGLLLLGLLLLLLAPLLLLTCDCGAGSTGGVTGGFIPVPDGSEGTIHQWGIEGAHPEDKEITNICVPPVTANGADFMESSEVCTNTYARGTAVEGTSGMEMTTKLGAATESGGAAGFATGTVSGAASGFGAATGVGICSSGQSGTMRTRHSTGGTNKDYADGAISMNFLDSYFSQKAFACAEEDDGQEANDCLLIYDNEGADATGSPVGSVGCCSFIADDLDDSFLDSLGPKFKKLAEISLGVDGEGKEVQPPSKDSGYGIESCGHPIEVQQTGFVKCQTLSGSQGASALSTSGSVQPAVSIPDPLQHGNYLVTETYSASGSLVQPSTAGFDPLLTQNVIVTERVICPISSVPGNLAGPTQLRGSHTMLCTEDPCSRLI
# OPRM1-OPRD1 ag – agonists of human mu-delta opioid receptor heterodimerization; P35372+P41143; cells, OPRM1-OPRD1 heterodimerization, luminescence; AID 504326; activation, % at 9.3 µM; 340,000 tested, 0.3% active; in the data active = activation above about 18%;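 note: 0% = vehicle-treated cells and 100% = reference agonist; values of inactives mirror those of a sister screen read the other way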
# OPRM1-OPRD1 inv – inverse agonists of human mu-delta opioid receptor heterodimerization | P35372+P41143 | cell-based MOR-DOR heterodimer luminescence, inverse agonism | inhibition, % at 9.3 µM | 340,000 tested, 0.21% active; in the data active = inhibition above about 22%, passing the limit was not always enough;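 note: 0% = cells with DMSO and 100% = wells without cells with DMSO; values of inactives mirror those of a sister screen read the other way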
# * hit, by the source's call; . = not tested or not shown. An unsorted share of the library, and some 2.8% of all compounds hit somewhere here.
SMILES,PfHsp90 yeast 2,Arrestin-AP2 inh,phage Ecoli inh,Ecoli viability,AddAB inh,PKA-R1A act,Tat export inh,Mot1-301 SUMO,Pemphigus Ab inh,OPRM1-OPRD1 ag,OPRM1-OPRD1 inv
O=C(CCCOc1ccccc1)Nc1cccc(S(=O)(=O)N2CCOCC2)c1,11,-3,1.3,-0.1,-0.6,-1,-4,-13,125,1.2,-6
O=C1CCC(c2ccccc2)=NN1Cc1c(F)cccc1Cl,-19,7,0.5,0.2,0.7,-5,3,-11,81,-0.6,3
CCN(CC)c1ccc2c(-c3ccc(S(=O)(=O)O)cc3S(=O)(=O)[O-])c3ccc(=[N+](CC)CC)cc-3oc2c1,53,4,.,-5.0,-1.6,-59,.,-23,.,-4.2,20
CN(CC(=O)Nc1ccc(F)c(F)c1)S(=O)(=O)c1cccs1,11,-6,4.8,3.5,2.6,-4,-9,-14,105,-1.1,6
COc1ccc2c(C)cc(SCC#N)nc2c1,-15,16,.,-2.0,-1.4,-9,-8,5,120,-0.9,5
CCOC(=O)c1c(C)n(C)c2ccc(O)c(CN3CCC(C)CC3)c12,1,2,.,1.2,-1.4,2,-3,-28,106,-1.6,9
CC(=O)Nc1ccc(C(=O)N(C2=NC(C)CS2)c2ccc(Cl)cc2)cc1 (stereo unspecified),-6,6,4.2,-0.1,2.5,-2,-16,-9,.,-1.6,9
CC(=O)Nc1ccc(S(=O)(=O)C(C#N)c2nc3ccccc3nc2NCCO)cc1 (stereo unspecified),-3,25,-0.4,-2.5,-0.6,-4,2,-10,86,6.0,-31
CCC(=O)Nc1ccc(C(=O)CSc2nc(N)cc(N)n2)cc1,-17,-9,4.0,-0.7,3.2,4,2,-6,98,-1.0,5
O=S(=O)(c1cccc(C(F)(F)F)c1)c1ccc(O)cn1,2,-12,2.3,-1.1,-0.4,-10,-3,-2,101,-1.7,9
CCc1ccc(Nc2nnc(SC(C)C(=O)NC3CC3)s2)cc1 (stereo unspecified),1,-14,1.1,1.7,1.5,-6,-1,11,100,-2.6,10
Cc1ccc(C(=O)c2c3ccc([N+](=O)[O-])cc3[n+]([O-])n2CCCC(N)=O)cc1,-16,15,2.2,2.9,1.3,-7,9,122,102,5.0,-28
CS(=O)(=O)N(Cc1ccccc1Cl)c1ccc(C(=O)NCc2ccccn2)cc1,-6,-13,1.3,-0.2,1.6,-7,30,1,107,-0.4,2
O=C(/C=C/c1cccnc1)c1ccc(O)cc1,3,20,-1.2,0.3,0.4,-10,0,-7,101,-2.8,15
Cc1ccc(-c2noc(-c3c(C)noc3C)n2)cc1,-24,0,2.2,-0.4,2.1,-10,8,70,108,-1.9,10
O=C1C(Cl)=C(NCC2CCCO2)C(=O)N1C1CCCCC1 (stereo unspecified),.,-3,-1.2,0.4,-0.6,8,16,52,106,0.1,-1
C[C@H]1CCC[C@]2(O[C@H](CCO)C[C@@H](O)[C@@H]2O)O1,-5,10,1.1,-0.5,1.6,-6,-6,-4,99,-1.8,9
O=C(c1sc2ccccc2c1Cl)N1CCN(c2ccccc2F)CC1,9,-2,0.4,1.3,3.3,-12,13,-8,103,2.5,-14
COc1ccc(CCNC(=O)CSc2ccc3ccccc3c2)cc1OC,7,3,3.7,2.2,2.8,-7,2,-3,130,-0.9,5
CC(C)(C)c1ccc(Cn2nnc3c(=O)[nH]c(C4CCCN(C(=O)c5cccs5)C4)nc32)cc1 (stereo unspecified),-14,8,-0.3,1.1,3.0,-11,15,-22,105,-1.2,6
COc1ccc(C(=S)N2CCCCC2)cc1Br,27,-9,3.5,3.7,2.4,0,4,-11,100,-5.0,23
CCOc1ccc(OCCN2C(=O)NC(Cc3c[nH]c4ccccc34)C2=O)cc1 (stereo unspecified),.,-8,2.4,-1.1,1.8,-10,-6,5,.,-3.0,15
O=C(CN(Cc1ccccc1)S(=O)(=O)c1ccccc1)N/N=C/c1ccc([N+](=O)[O-])cc1,13,7,1.4,0.2,2.8,-5,-5,5,130,8.4,-45
COc1ccc(NC(=O)c2cc3cc(OC)ccc3oc2=O)cc1,9,-9,1.2,1.3,1.4,0,2,-1,104,-2.6,14
CCCCN(C)CCCNC(=O)c1cc(=O)[nH]c2ccc(S(=O)(=O)N3CCCCC3C)cc12 (stereo unspecified),-6,-14,3.3,-1.9,0.2,-2,1,4,99,-2.6,14
SMILES,PfHsp90 yeast 2,Arrestin-AP2 inh,phage Ecoli inh,Ecoli viability,AddAB inh,PKA-R1A act,Tat export inh,Mot1-301 SUMO,Pemphigus Ab inh,OPRM1-OPRD1 ag,OPRM1-OPRD1 inv
COc1ccc2c(c1)C(C)CC(C)(C)N2C(=O)Nc1ccccc1 (stereo unspecified),-19,26,0.2,-1.3,-2.0,-9,11,0,116,0.3,-2
COc1cc(C)ccc1OCC(=O)OCC(=O)NCC1CCCCC1,.,-13,2.1,-0.8,0.2,-3,-5,-12,105,-4.5,18
COc1ccc(N2CCN(C(=O)c3ccc(Cl)c(S(=O)(=O)N4CCOCC4)c3)CC2)cc1,.,-6,1.6,.,.,-10,-4,.,105,-0.8,3
O=c1cc(CN2CCOCC2)c2c(ccc3ccccc32)o1,-4,10,.,1.5,1.9,0,0,-12,98,-0.9,5
COc1ccc(CC(=O)n2[nH]c(=O)c3ccccc3c2=O)cc1OC,0,-17,3.0,1.9,-1.0,5,-8,1,112,-0.8,5
NC(=O)C1(Nc2ccc([N+](=O)[O-])cc2)CCCC1,-3,-1,3.8,.,.,-7,3,.,112,-2.2,12
COc1cccc(CCC(=O)N2CCC(n3nccc3NC(=O)CC(C)C)CC2)c1,-38,-9,4.6,1.2,0.3,-7,-2,12,.,-4.9,25
COc1ccc(N2C3=C(CC4=C2CCCC4=O)C(=O)CCC3)cc1,-4,19,2.1,-1.2,-0.6,4,-3,-12,119,4.0,-23
COc1cccc(-c2nc(CS(=O)(=O)CC(=O)Nc3cc(OC)ccc3OC)c(C)o2)c1,12,6,-0.2,0.2,0.7,-11,15,8,.,-1.8,9
C=CCn1c(SCC(=O)N(CC)c2c(N)n(Cc3ccccc3)c(=O)[nH]c2=O)nnc1-c1ccccc1OC,-1,-3,2.1,.,.,-10,-9,.,.,-3.6,14
C=CCn1c(SCC(=O)c2c(N)n(CCC)c(=O)n(C)c2=O)nnc1-c1ccncc1,.,-4,-2.2,-2.5,-1.4,0,7,-7,114,-3.0,14
CN(C(=O)c1ccc(F)cc1)c1ccc(OCC(=O)Nc2ccccc2C(=O)O)cc1,1,-2,1.3,-3.3,-2.2,3,-3,-16,122,3.0,-15
N#Cc1c(-c2ccccc2)ccn(Cc2ccc(Cl)cc2)c1=O,18,-8,4.1,2.6,2.9,-8,-18,-14,103,-2.4,10
CC1Cc2ccccc2N1C(=O)C1CCN(S(=O)(=O)c2cccs2)CC1 (stereo unspecified),-10,-3,1.7,-0.7,2.1,5,0,-15,103,0.0,0
CCN(CC(=O)NCc1cccs1)c1ccc(S(=O)(=O)N2CCCC2)cn1,-31,5,0.1,-2.2,0.8,-13,-3,-3,89,-2.7,14
CC1CN(S(=O)(=O)c2cc(C(=O)N3CCCCC3C)ccc2Cl)CC(C)O1 (stereo unspecified),9,-7,0.6,3.5,2.9,-2,3,-6,.,-2.4,9
CCn1nc(C)c(NC(=O)CCCSc2nc(-c3ccco3)cc(C(F)(F)F)n2)c1C,0,27,4.8,0.0,0.4,-6,-10,17,110,-0.7,4
CCc1nnc(NS(=O)(=O)c2ccc(NC(=O)c3ccc(S(=O)(=O)N(CC)CC)cc3)cc2)s1,-3,-15,2.4,0.3,-1.3,10,0,-3,94,-0.7,3
Cc1ccc2c(c1)NC(C(C)(C)C)CO2 (stereo unspecified),.,28,2.9,0.4,5.1,-8,3,6,.,-1.8,9
C/C(=N\Nc1ccc(C(=O)O)cc1)c1ccc(-n2ccnc2)cc1,.,-11,0.8,-1.1,-1.0,-1,-3,0,120,-2.1,11
COc1cccc(OC)c1CNC(=O)CCSCc1ccccc1F,-4,-4,-0.1,0.8,5.8,-9,-2,1,93,-1.3,7
COc1ccc(CCNc2nc3ccccc3n3cnnc23)cc1OC,-30,-1,1.6,0.4,0.0,-2,-1,.,100,-1.5,7
CSc1ncccc1C(=O)OCC(=O)NC(N)=O,-38,19,3.3,0.5,0.0,-8,0,-20,96,-1.9,11
C[C@H](CO)N1C[C@H](C)[C@@H](CN(C)S(=O)(=O)c2ccccc2)Oc2ccc(NC(=O)c3ccncc3)cc2C1=O,2,10,1.7,-0.4,4.2,3,7,-3,99,-0.4,2
NC(=O)CSc1nc(N)c2c3c(sc2n1)CCCCC3,.,27,2.8,0.6,-0.1,4,-1,-7,103,0.2,-1
SMILES,PfHsp90 yeast 2,Arrestin-AP2 inh,phage Ecoli inh,Ecoli viability,AddAB inh,PKA-R1A act,Tat export inh,Mot1-301 SUMO,Pemphigus Ab inh,OPRM1-OPRD1 ag,OPRM1-OPRD1 inv
O=S(=O)(Cc1ccccc1)N1CCN(Cc2ccc3c(c2)OCO3)CC1,-1,6,3.0,-0.8,2.1,-3,6,78,103,-0.4,2
CCNc1nc(Cl)nc(NCc2ccccc2)n1,50,-9,3.6,-2.5,3.3,0,-1,-16,.,10,-64
Clc1ccc(-c2csc(N3CCOCC3)n2)cc1,-33,-12,4.2,.,.,3,5,.,98,-2.9,15
COC(=O)c1nc(NC(=O)c2ccccc2Br)n[nH]1,-8,2,3.2,.,.,-8,-7,.,101,-2.3,12
COc1ccc(C(c2nnnn2Cc2ccccc2)N2CCN(C(=O)c3ccco3)CC2)cc1OC (stereo unspecified),12,-6,-1.0,-0.5,5.4,0,17,-28,102,-3.4,16
COc1ccccc1N1CCN(C(=S)NC(=O)/C=C/c2ccccc2)CC1,2,13,2.8,-2.3,0.9,-8,4,-5,.,-2.2,11
CC1=Nc2ccccc2/C1=C\c1nc(-c2ccccc2)oc1O,-20,22,1.7,0.6,1.2,-8,-7,623*,.,0.7,-3
CCOC(=O)[C@@H]1[C@H]2COc3ccc(Br)cc3[C@@H]2N2C(=O)N(c3ccc(Cl)cc3)C(=O)[C@]12C,-33,-6,1.0,1.3,3.9,-10,-3,1,99,1.6,-9
CN(c1ccccc1)S(=O)(=O)c1cccc(NC(=O)c2ccncc2)c1,-17,10,2.8,-0.5,0.0,-9,-5,-4,99,-1.5,8
CCOC(=O)C1CCCN(C(=O)CCNS(=O)(=O)c2ccc3c(c2)CCC(=O)N3)C1 (stereo unspecified),.,18,2.3,0.0,2.1,-7,2,-4,.,-1.4,8
CCOc1ccc(NC(=O)CN2C(=O)COc3ccccc32)cc1,-2,-3,1.7,1.8,1.3,3,-9,15,89,-1.8,9
COc1ccc(N2C(=O)/C(=C\c3ccco3)N=C2SCC(N)=O)cc1Cl,-25,-3,4.6,0.2,4.0,.,-5,8,.,.,.
